LAP4-GFP MLPCN: yeast TOR pathway LAP4-GFP modulation; AID 2023; actives 0.34% (n = 320,000); S. cerevisiae LAP4-GFP multiplex, flow cytometry GFP, 3 h; median GFP as percent of DMSO wells; GFP response vs DMSO, % at 10 µM;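 active = GFP response vs DMSO above a set limit, about the screen mean plus 3 SD, cut at about 150% in these data; inconclusive = under 70 cell events counted for the yeast strain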
proCasp7 act: counter-screen: procaspase-7 (human) activation. activation, % at 8.5 µM. recombinant procaspase-7, Ac-DEVD-pNA absorbance 405 nm; D23A/D198A/D206A triple mutant, cannot self-cleave; scale: DMSO 0, 5 µM enzyme 100. P55210. AID 463210. actives 0.093% (n = 330,000);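 active = percent activation above the screen-wide mean plus 3 SD, cut at about 25% in these data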
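Material: Procaspase-7 triple mutant (PC-7 D3A) | Quantity: 2 µM procaspase-7 mutant as dispensed | Reagent: DEVD-pNA substrate | Times: 1 h preincubation, 2 h reaction | Technique: 405 nm absorbance of p-nitroaniline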
ZTA DNA inh: counter-screen for EBNA-1 inhibitors: inhibitors of Epstein-Barr virus ZTA | P03206 | ZTA-DNA binding, fluorescence polarization | inhibition, % at 11 µM | actives 0.15% (n = 320,000); in the data active = inhibition above about 33%
RPL19A TOR yeast: modulators of TOR pathway RPL19A-GFP in S. cerevisiae. S. cerevisiae RPL19A-GFP strain, flow cytometry, 3 h; active compounds read low. percent response vs DMSO, % at 10 µM. actives 0.3% (n = 330,000). AID 2025;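 active = percent response vs DMSO below 50%; inconclusive = fewer than 70 events counted for the yeast strain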;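 note: median channel GFP fluorescence of the barcoded RPL19A-GFP strain; ratio of sample median GFP to plate DMSO average so 100% = DMSO; lower means less RPL19A-GFP as with rapamycin TOR inhibition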
AHR activator: human AHR activation. P35869. AHR-responsive luciferase reporter cells, luminescence. activation, % at 5 µM. actives 2.5% (n = 320,000). AID 2796; in the data active = activation above about 47%;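 note: 0% = vehicle wells and 100% = reference agonist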
Target sequence (P35869 whole entry, looked up): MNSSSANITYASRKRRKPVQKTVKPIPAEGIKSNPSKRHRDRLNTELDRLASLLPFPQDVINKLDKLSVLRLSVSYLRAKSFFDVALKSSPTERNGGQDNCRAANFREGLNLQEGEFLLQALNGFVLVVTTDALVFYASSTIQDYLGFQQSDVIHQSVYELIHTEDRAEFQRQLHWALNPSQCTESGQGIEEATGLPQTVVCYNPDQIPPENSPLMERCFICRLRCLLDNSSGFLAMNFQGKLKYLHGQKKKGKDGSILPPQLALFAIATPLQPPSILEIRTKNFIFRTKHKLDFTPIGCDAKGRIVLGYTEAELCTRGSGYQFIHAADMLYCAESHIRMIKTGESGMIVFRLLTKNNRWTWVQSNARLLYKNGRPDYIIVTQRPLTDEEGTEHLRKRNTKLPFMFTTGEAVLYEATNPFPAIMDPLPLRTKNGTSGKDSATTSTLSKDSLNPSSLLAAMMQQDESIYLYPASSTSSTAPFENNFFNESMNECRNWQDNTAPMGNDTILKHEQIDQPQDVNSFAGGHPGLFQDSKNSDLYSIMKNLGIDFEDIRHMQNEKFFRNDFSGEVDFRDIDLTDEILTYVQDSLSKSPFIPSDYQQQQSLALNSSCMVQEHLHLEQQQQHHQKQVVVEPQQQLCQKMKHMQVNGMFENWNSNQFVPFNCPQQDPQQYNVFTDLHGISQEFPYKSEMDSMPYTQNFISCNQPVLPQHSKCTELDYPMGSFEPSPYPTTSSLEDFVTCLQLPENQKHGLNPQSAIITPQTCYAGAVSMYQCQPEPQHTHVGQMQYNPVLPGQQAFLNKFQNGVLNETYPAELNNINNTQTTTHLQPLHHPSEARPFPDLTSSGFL
EBNA-1 inh: blocks EBNA-1 binding to DNA. inhibition, % at 14.8 µM. EBNA-1 DNA binding, fluorescence polarization. actives 0.34% (n = 300,000); in the data active = inhibition above about 28%
procasp3 activ: activators of human procaspase-3. P42574. recombinant procaspase-3 D3A, Ac-DEVD-pNA absorbance 405 nm. activation, % at 8.5 µM. actives 0.11% (n = 330,000). AID 463141;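 active = activation above the mean of all tested compounds plus 3 SD, cut at about 21% in these data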;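 note: 0% = DMSO alone and 100% = DMSO wells spiked with extra 5 µM PC-3 D3A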
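Assay system: Procaspase-3 D3A mutant, all three cleavage aspartates alanine. Buffer or medium: Zinc-free HEPES saline buffer with Triton X-100. Times: 1 h compound preincubation, 2 h substrate hydrolysis at 25 °C. Measured by: 405 nm absorbance of p-nitroaniline, reads at 0 and 120 min. Read-out basis: percent activation relative to control range. Replicates: singlicate.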
MEP2-GFP yeast: modulators of TOR pathway MEP2-GFP in S. cerevisiae; S. cerevisiae MEP2-GFP strain, flow cytometry GFP, 3 h; 100% = DMSO control level; GFP response vs DMSO, % at 10 µM; actives 0.51% (n = 330,000);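 active = GFP response versus DMSO above a set limit, roughly screen mean plus 3 SD, cut at about 180% in these data; inconclusive = fewer than 70 cells counted for a yeast strain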;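 note: median GFP fluorescence of the barcode-gated MEP2-GFP cells per well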
An asterisk follows results filed as active; ? = inconclusive; nt = no result given.

item	SMILES	LAP4-GFP MLPCN	proCasp7 act	ZTA DNA inh	RPL19A TOR yeast
1	CC(C(=O)Nc1ccccn1)N1C(=O)c2ccccc2S1(=O)=O (stereo not given)	110	5	8	106
2	CC1(C)CC(=NOC(=O)c2ccccc2)CC(C)(C)N1	104	6	-10	101
3	COc1ccccc1NC(=S)NC(=O)c1c(-c2ccccc2Cl)noc1C	91	-11	5	102
4	CCCCOc1ccc(/C=N/NC(=S)Nc2cccc(C)c2C)cc1	105	-5	-19	103
5	CC(CCc1ccccc1)NC(=O)CCNS(=O)(=O)c1ccccc1C(F)(F)F (stereo not given)	107	12	-12	98
6	Cc1ccc(C(C(=O)NCc2ccc(F)cc2)N(CCCO)C(=O)C2COc3ccccc3O2)o1 (stereo not given)	91	-4	-20	102
7	COC(=O)c1ccc(COc2ccccc2/C=N/NC(=O)c2cccnc2)cc1	90	1	4	90
8	Cc1cccnc1NC1(C(F)(F)F)N=C2SCCN2C1=O (stereo not given)	102	-1	18	109
9	O=C(CCS(=O)(=O)c1cccs1)NC1CCCCCC1	101	2	0	98
10	CC(=O)NCc1nc2ccccc2n1Cc1ccccc1C	95	5	0	100
11	COc1cccc(-n2nnc3c(=O)n(CC(=O)NC4CCCC4)cnc32)c1	92	-3	0	99
12	CCCn1nnc(NC(=O)/C=C/c2ccc(C(C)C)cc2)n1	108	-2	11	95
13	Cn1nc(C(=O)Nc2cccc(S(=O)(=O)N3CCCC3)c2)c2ccccc2c1=O	100	5	6	97
14	Cc1[nH]c(=O)[nH]c(=O)c1Sc1ccccc1[N+](=O)[O-]	94	-3	-7	100
15	COc1ccc(CN2CC(=O)N3[C@H]4c5ccc(OC)cc5OC[C@@H]4[C@H](c4ccccc4)[C@]3(C)C2=O)cc1	97	15	-21	96

item	AHR activator	EBNA-1 inh	procasp3 activ	MEP2-GFP yeast
1	-2	4	-4	102
2	1	5	2	99
3	25	-8	-5	105
4	4	1	2	108
5	0	nt	3	100
6	-1	-5	-15	98
7	4	-9	-7	90
8	-2	-3	3	103
9	17	1	-2	97
10	-1	-5	7	102
11	-6	-6	10	94
12	2	7	-7	88
13	1	nt	9	97
14	1	-2	-18	99
15	-5	nt	7	97

Structures listed so far that have a CF3 group:
item	SMILES	LAP4-GFP MLPCN	proCasp7 act	ZTA DNA inh	RPL19A TOR yeast
5	CC(CCc1ccccc1)NC(=O)CCNS(=O)(=O)c1ccccc1C(F)(F)F (stereo not given)	107	12	-12	98
8	Cc1cccnc1NC1(C(F)(F)F)N=C2SCCN2C1=O (stereo not given)	102	-1	18	109

item	AHR activator	EBNA-1 inh	procasp3 activ	MEP2-GFP yeast
5	0	nt	3	100
8	-2	-3	3	103

Further results:
item	SMILES	LAP4-GFP MLPCN	proCasp7 act	ZTA DNA inh	RPL19A TOR yeast
16	CC(NC(=O)c1ccco1)c1nc(-c2ccc(Cl)cc2)no1 (stereo not given)	107	-2	-7	100
17	[O-][n+]1onc2c1CCc1c-2nn(-c2ccccc2Cl)[n+]1[O-]	98	-6	-7	98
18	Cc1c(Cl)cccc1N1C(=O)C2ON(c3ccccc3)C(c3cccnc3)C2C1=O (stereo not given)	101	7	6	100
19	CCOc1ccc(N/C=C/C(=O)c2ccc(C)cc2)c([N+](=O)[O-])c1	?	-3	10	?
20	COc1ccccc1N(C)S(=O)(=O)c1ccc(C(=O)NCCc2ccc(F)cc2)cc1	105	3	7	102
21	Cc1ccc(OCc2cc(C(=O)NC(C)Cc3cccnc3)no2)cc1C (stereo not given)	93	5	-5	95
22	N#C/C(=C\c1ccc(OC(=O)c2cccs2)cc1)c1nc2ccccc2[nH]1	96	-15	-13	99
23	CCOc1ccc(-c2n[nH]c(=S)n2/N=C/c2cc3c(cc2[N+](=O)[O-])OCO3)cc1	100	-16	-9	102
24	Cc1ccccc1OCCN(C#N)c1nc(N(C)C)nc(N(C)C)n1	102	1	9	99
25	Cc1ccc(-n2c(C)nn(-c3ncc(C(F)(F)F)cc3Cl)c2=O)cc1	104	-2	-8	99
26	CCN1CCN(c2ccc(S(=O)(=O)N3CCOCC3)cc2NC(=O)CCC(C)C)CC1	101	17	4	102
27	COc1ccc(C(=O)N2CCC(C(=O)N3CCN(c4ccccc4)CC3)CC2)cc1	88	1	0	99
28	O=C(CCCC(=O)OCC(=O)c1ccc(Cl)cc1Cl)Nc1cc(C(F)(F)F)ccc1Cl	105	6	13	98
29	CCOCC(=O)Nc1cc(C(=O)NCCc2ccccc2)ccc1Cl	114	0	24	93
30	O=C(O)CC(C(=O)O)N1C(=O)/C(=C/C=C/c2ccco2)SC1=S (stereo not given)	99	-20	92*	93

item	AHR activator	EBNA-1 inh	procasp3 activ	MEP2-GFP yeast
16	3	-8	-11	93
17	5	-3	6	100
18	3	-3	-3	99
19	3	8	-2	?
20	-1	11	0	105
21	14	11	2	96
22	34	6	-2	96
23	16	12	-14	100
24	3	12	14	100
25	0	5	4	100
26	0	6	-1	100
27	-1	7	-2	95
28	8	1	6	100
29	-4	-1	10	96
30	5	36*	-15	92

Record cards, as listed above. Values in the order: LAP4-GFP MLPCN	proCasp7 act	ZTA DNA inh	RPL19A TOR yeast	AHR activator	EBNA-1 inh	procasp3 activ	MEP2-GFP yeast
O=C(O)CC(C(=O)O)N1C(=O)/C(=C/C=C/c2ccco2)SC1=S (stereo not given) reads 99	-20	92*	93	5	36*	-15	92
O=C(CCCC(=O)OCC(=O)c1ccc(Cl)cc1Cl)Nc1cc(C(F)(F)F)ccc1Cl reads 105	6	13	98	8	1	6	100
CCOc1ccc(-c2n[nH]c(=S)n2/N=C/c2cc3c(cc2[N+](=O)[O-])OCO3)cc1 reads 100	-16	-9	102	16	12	-14	100
Cc1cccnc1NC1(C(F)(F)F)N=C2SCCN2C1=O (stereo not given) reads 102	-1	18	109	-2	-3	3	103
Cn1nc(C(=O)Nc2cccc(S(=O)(=O)N3CCCC3)c2)c2ccccc2c1=O reads 100	5	6	97	1	nt	9	97

(next part)
item	SMILES	LAP4-GFP MLPCN	proCasp7 act	ZTA DNA inh	RPL19A TOR yeast
31	CCOc1cccc(SCc2noc(C(=O)NCC3CCCO3)c2C(=O)O)c1 (stereo not given)	86	12	1	109
32	COc1cc(C(=O)Nc2cc(C)ccn2)cc(OC)c1OC	93	8	-7	101
33	COc1ccccc1-n1cnnc1SCC(=O)NCC1CCCO1 (stereo not given)	95	3	-20	94
34	COc1cccc2c1O/C(=N\O)C(C(=O)Nc1ccc(C)cc1)C2 (stereo not given)	96	7	-17	102
35	Cc1cc(C)cc(NC(=O)OCCN2CCN(Cc3ccccc3)CCC2=O)c1	107	1	-1	102
36	CCCC(C)NC(=O)C1CC(=O)N(CCc2ccc(F)cc2)C1 (stereo not given)	91	-1	-1	94
37	Cc1cc(NC(=O)c2ccc3c(c2)OCO3)no1	99	11	-7	104
38	CN1CCN(S(=O)(=O)c2cccc(C(=O)Oc3cccc(C#N)c3)c2)CC1	109	4	20	99
39	COC(=O)c1[nH]c2cc(C)ccc2c1NC(=O)CN1CCCc2ccccc21	99	2	12	94
40	C/C(=N\NC(=O)c1cc(Br)ccc1O)c1cccc(NC(=O)c2ccccc2F)c1	90	3	0	96
41	COc1ccc(/C=C2\SC(=O)N(CC(=O)NC3CCS(=O)(=O)C3)C2=O)cc1 (stereo not given)	89	-6	2	94
42	O=C(c1cccc(C(F)(F)F)c1)C1CCCN(C(=O)CCCN2CCCC2=O)C1 (stereo not given)	87	5	-8	100
43	N#Cc1cnc(SCC(=O)N2CCCCC2)nc1N	90	4	-14	102
44	Cc1sc2ncnc(SCC(=O)N3CCCC3)c2c1C	80	6	10	84
45	CCOC(=O)C1CN(c2cc3c(cc2F)c(=O)c(C(=O)O)cn3CC)OC1C(=O)OCC (stereo not given)	96	-2	-8	95

item	AHR activator	EBNA-1 inh	procasp3 activ	MEP2-GFP yeast
31	3	-1	-2	92
32	56*	4	-1	102
33	-1	4	3	93
34	23	-2	7	105
35	15	1	-1	94
36	-1	3	-16	108
37	36	-8	9	108
38	-1	0	2	102
39	67*	-11	-4	94
40	10	5	10	96
41	1	-3	-9	102
42	2	7	6	104
43	1	-3	4	102
44	1	-4	-2	88
45	-3	-1	10	95

From no. 43 up to 45, as listed above:
item	SMILES	LAP4-GFP MLPCN	proCasp7 act	ZTA DNA inh	RPL19A TOR yeast
43	N#Cc1cnc(SCC(=O)N2CCCCC2)nc1N	90	4	-14	102
44	Cc1sc2ncnc(SCC(=O)N3CCCC3)c2c1C	80	6	10	84
45	CCOC(=O)C1CN(c2cc3c(cc2F)c(=O)c(C(=O)O)cn3CC)OC1C(=O)OCC (stereo not given)	96	-2	-8	95

item	AHR activator	EBNA-1 inh	procasp3 activ	MEP2-GFP yeast
43	1	-3	4	102
44	1	-4	-2	88
45	-3	-1	10	95

(cont.)
item	SMILES	LAP4-GFP MLPCN	proCasp7 act	ZTA DNA inh	RPL19A TOR yeast
46	CC(OC(=O)c1nsc(Cl)c1Cl)C(=O)NCCc1ccccc1 (stereo not given)	102	-3	-6	101
47	Cc1cccc(NC(=O)CSc2nnc(CNC(=O)c3ccc(S(=O)(=O)N(C)C)cc3)n2-c2ccc(F)cc2)c1	109	2	-30	109
48	CCN1CCCC1CNC(=O)CSc1cc(=O)n(C)c2cc(Cl)ccc12 (stereo not given)	98	13	2	98
49	CN(Cc1nccn1C)C(=O)CC1C(=O)NCCN1Cc1ccccc1C(F)(F)F (stereo not given)	117	-8	19	98
50	Cc1ccc(NC(=O)CNc2cccc(C)c2C)c(C)c1	109	-3	-3	101

item	AHR activator	EBNA-1 inh	procasp3 activ	MEP2-GFP yeast
46	0	-2	-2	98
47	4	-4	6	133
48	5	-17	5	100
49	-1	7	-5	99
50	13	5	-2	102
